GLA spleen mod: alpha-galactosidase A (human) modulation; P06280; human spleen homogenate, 4MU-alpha-Gal fluorescence, 40 min; Potency, µM (doses to about 80 µM), for the others: at the top dose activity change, negative = inhibition, actives largely listed as inhibitors; 240,000 compounds, 0.008% hits; AID 2107;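 further: 0% = enzyme with vehicle and -100% = no enzyme basal signal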
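Inhibition or activation of alpha-galactosidase in human spleen homogenate is scored by 4-MU fluorescence after 40 min at 37C, pH 5.0, with 1 mM substrate. AC50s come from concentration-response fitted to the Hill equation.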
TRb SRC2 PPI: TRbeta-SRC2 interaction inhibition; P10828; TRbeta-SRC2 peptide binding, fluorescence polarization; receptor liganded with 1 µM T3; Potency, µM (highest dose often 106 µM), for inactives: at the top dose activity change, negative = inhibition, hits mostly inhibitors; 280,000 compounds, 0.065% hits;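 further: plate controls were bound peptide for no effect and peptide without receptor for full effect; nearly all actives have a fitted effect of over 50% in size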
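Quantitative HTS by FP: 0.6 uM TRb LBD, 20 nM labeled SRC2 20-mer, 1 uM T3, 5% DMSO; 5 hr ambient incubation; % activity per concentration and potencies from concentration series.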
ALDH1A1 block: ALDH1A1 (human) enzyme inhibition; P00352; Purified ALDH1A1, NADH fluorescence, propionaldehyde substrate; Potency, µM (titrated, usually from 75.3 µM), for inactives: at the highest dose activity, negative = inhibition, hits mostly inhibitors; 220,000 compounds, 7.3% hits; active means well fitted inhibition curve with a large enough effect, not every such curve was filed as active; inconclusive means small, poorly fitted or top-dose-only effect, or another doubt; inactive means no such curve, though single readings can be large or run the other way;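 further: plate controls were no enzyme wells and a reference inhibitor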
L3MBTL1 block: L3MBTL1 (human) inhibition. Potency, µM (highest dose often 57.1 µM), without a hit: at the highest dose activity, negative = inhibition, usual class: inhibitors. 230,000 compounds, 0.66% hits. AlphaScreen L3MBTL1–H3K9me1 peptide binding. AID 485360. Q9Y468; further: nearly all actives have a fitted effect of over 60% in size
Target sequence (Q9Y468 whole entry, looked up): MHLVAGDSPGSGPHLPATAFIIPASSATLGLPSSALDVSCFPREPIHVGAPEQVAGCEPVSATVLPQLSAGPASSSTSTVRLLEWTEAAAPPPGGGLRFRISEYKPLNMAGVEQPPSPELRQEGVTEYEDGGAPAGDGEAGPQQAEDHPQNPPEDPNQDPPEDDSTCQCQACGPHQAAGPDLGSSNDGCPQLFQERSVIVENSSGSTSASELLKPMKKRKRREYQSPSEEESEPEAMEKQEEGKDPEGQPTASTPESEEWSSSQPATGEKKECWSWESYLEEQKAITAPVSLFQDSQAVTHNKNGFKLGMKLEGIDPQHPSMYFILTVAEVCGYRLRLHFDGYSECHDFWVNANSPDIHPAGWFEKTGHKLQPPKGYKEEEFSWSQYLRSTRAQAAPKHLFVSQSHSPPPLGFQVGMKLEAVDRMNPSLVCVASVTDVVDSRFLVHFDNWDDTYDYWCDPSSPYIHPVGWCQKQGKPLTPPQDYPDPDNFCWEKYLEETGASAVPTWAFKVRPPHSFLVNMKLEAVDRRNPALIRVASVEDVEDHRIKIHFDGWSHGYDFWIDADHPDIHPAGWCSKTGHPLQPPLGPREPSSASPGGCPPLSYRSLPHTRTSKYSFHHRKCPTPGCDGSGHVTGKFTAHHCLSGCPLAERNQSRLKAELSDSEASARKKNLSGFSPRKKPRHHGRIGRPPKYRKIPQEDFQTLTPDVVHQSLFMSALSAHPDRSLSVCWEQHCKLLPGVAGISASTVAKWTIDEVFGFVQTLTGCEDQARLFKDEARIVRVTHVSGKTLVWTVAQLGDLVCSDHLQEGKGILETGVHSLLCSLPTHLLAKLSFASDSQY
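AlphaScreen proximity signal between nickel-chelate acceptor and streptavidin donor beads (final 10 ug/mL) reports binding of 50 nM L3MBTL1 to 75 nM biotin-H3 K9me1 peptide; complex incubated with compounds 30 min at room temperature; cefsulodin titration as control.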
Tau ThT inhib: blocks human tau fibril formation measured by thioflavin T; P10636; recombinant tau K18 P301L, heparin-induced fibrillization, ThT fluorescence; Potency, µM (titrated, usually from 57.4 µM), inactives show at the top dose activity, negative = inhibition, usual class: inhibitors; 270,000 compounds, 2.1% hits; AID 1460; further: nearly all actives have a fitted effect of over 55% in size
Target sequence (P10636 561-689 P618L limits assumed): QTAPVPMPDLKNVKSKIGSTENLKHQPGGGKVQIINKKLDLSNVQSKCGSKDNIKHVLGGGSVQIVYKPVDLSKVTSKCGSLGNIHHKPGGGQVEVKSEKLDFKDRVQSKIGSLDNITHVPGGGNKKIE
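K18 P301L tau (15 uM + 0.24 uM Alexa 594-tagged), heparin 20 uM, NaOAc pH 7, 6 h 37 C; ThT 30 uM, 1 h RT, ex 450/em 510 nm.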
Tau fluor counter: counter-screen for tau fibril formation inhibitors. Potency, µM (doses to about 57.7 µM), for inactives: at the highest dose activity change, negative = decrease. tau K18 P301L Alexa594 fluorescence, heparin fibrillization. 280,000 compounds, 0.93% hits; further: nearly all actives have a fitted effect of over 55% in size
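Human tau K18 P301L (15 uM unlabeled, 0.24 uM Alexa 594-labeled) in 100 mM sodium acetate pH 7 with 20 uM heparin, 6 hr at 37 C. ThT 30 uM added, 1 hr ambient; Alexa 594 FP and total fluorescence read at 555/632 nm.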
Tau FP inhib: blocks human tau fibril formation measured by polarization; AID 1468; Potency, µM (top dose mostly 57.7 µM), for inactives: at the highest dose activity, negative = inhibition, most hits filed as inhibitors; P10636; K18 P301L tau heparin fibrillization, Alexa594 FP, 6 h; 280,000 compounds, 0.39% hits; further: nearly all actives have a fitted effect of over 55% in size
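Quantitative HTS format: compounds meet 15 uM recombinant K18 P301L tau and Alexa 594-tau tracer in 100 mM sodium acetate pH 7; 20 uM heparin triggers fibrillization at 37 C over 6 hr; FP gives the signal.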
TexasRed fluor: Texas Red fluorescence interference in TRb-SRC2 counter-screen | TRb/SRC2 Texas Red total fluorescence interference | Potency, µM (series often up to 106 µM), without a hit: at the top dose fluorescence change, negative = quenching | 280,000 compounds, 0.29% hits; active means well fitted curve in either direction with a large enough effect; inconclusive means small, poorly fitted or top-dose-only effect
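Human TRb ligand-binding domain at 0.6 uM with 20 nM Texas Red SRC2 peptide in Tris buffer containing 1 uM T3 and 5% DMSO, incubated with compound 5 h at ambient temperature. Total fluorescence (555/632 nm) calculated as parallel + 2 × perpendicular.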
* marks the source's active call; other numbers are inactive results; u = inconclusive; x = not tested or not shown; & = joins results of further samples; [ ] = dose if it differs, or a comment. Unless noted, the call rests on the fitted dose curve; in most records, active means well fitted curve in the direction sought with a large enough effect; inconclusive means small, poorly fitted or top-dose-only effect, or another doubt; inactive means no such curve, though single readings can be large; an effect the other way counts as inactive or inconclusive. Unless noted, on the % scale 0 is the no-effect control and ±100 the full control effect; potency means the concentration at half of the fitted maximal effect. These rows are one share of the data; count on the stated rates, not on these rows.

Molecule | GLA spleen mod | TRb SRC2 PPI | ALDH1A1 block | L3MBTL1 block | Tau ThT inhib | Tau fluor counter | Tau FP inhib | TexasRed fluor
COc1cc(CN=Cc2c(O)n(Cc3ccccc3)c(=S)[nH]c2=O)cc(OC)c1 | -3.6% | 2.2% | x | -1.9% | 8.9% | -19.1% | u | -0.4%
Cc1ccc(-n2c(O)c(/C=N/c3ncc(Br)cc3Br)c(=O)[nH]c2=O)cc1 | 5.9% | -1.5% | u | 7.9% | -16.9% | 4.4% | -9.7% | -2.9%
COC(C)(C)C | -11.9% | 0.4% | 17.8µM* | x | x | x | x | -0.2%
O=C(/C=C/c1ccc2c(c1)OCO2)c1c(O)n(CCC2=CCCCC2)c(=O)[nH]c1=O | -0.3% | -3.5% | 31.6µM* | -0.3% | u | 2.1% | 3.6% | -36.6%
CN1C(=O)C(=CN2CCN(C(=O)c3ccco3)CC2)C(=O)N(C)C1=S | -7.9% | -1.8%[53 µM] | -6.4% | 5.6% | u | -11.1% | -7.3% | 0.0%[53 µM]
Cc1ccc2c(c1)C1CN(C)CCC1N2C(=O)c1ccccc1NS(=O)(=O)c1ccc(F)cc1C (stereo unspecified) | -9.0% | -4.5% | 8.2% | 2.9% | -16.0% | -6.1% | u | -0.6%
CCCCC/C=C\C[C@@H](/C=C/C=C\C/C=C\CCCC(=O)O)OO | -3.7%&-3.8% | 1.6%&2.6% | 3.3%&-1.7% | x | -4.5%&1.4% | -0.9%&0.2% | 10.9%&3.4% | -2.1%&1.0%
O=CC1=C(N2CCOCC2)/C(=C\c2ccccc2)CC1 | 3.8% | 2.6% | 3.55µM* | x | u | -24.1% | -1.9% | -4.2%
CC(Cc1ccccc1)[n+]1cc(/N=C(\[O-])Nc2ccccc2)on1 (stereo unspecified) | 5.1% | 6.3% | 1.2% | x | -10.7% | -7.8% | 0.4% | 0.5%
CN(C)C(=O)Oc1cccc2c(OC(=O)N(C)C)cccc12 | 2.3% | -2.1% | 8.6% | x | -8.9% | -5.9% | 5.8% | -2.1%
CCC(=O)C1=C(c2cccc([N+](=O)[O-])c2)N(C(=O)CC)n2c(nnc2C2CCCCC2)S1 | x | -0.7% | x | x | u | -19.6% | -5.6% | -1.2%
CCN1CCN(Cc2ccccc2C)CC1 | 6.5% | -18.5% | -1.3% | x | 2.5% | -4.2% | -10.0% | -0.9%
CCn1cc(CN2CCCC(C(=O)c3cccc(OC)c3)C2)c(C)n1 (stereo unspecified) | -1.4% | 7.9% | -2.8% | -7.4% | -4.2% | -2.3% | 0.5% | -2.1%
COc1ccc(C(C)=O)cc1CC(C(=O)c1ccccc1)N(C)C (stereo unspecified) | 2.1% | 2.0% | 0.2% | -4.1% | -4.3% | 2.5% | 8.7% | -14.8%
O=C(O)CCn1cc(C=C2C(=O)NC(=O)NC2=O)c(-c2ccc(Br)cc2)n1 | -8.2% | -25.1% | -3.9% | 10.3% | u | -5.3% | -4.9% | -11.0%
O=C1NC(=S)NC(=O)C1=Cc1cccc2cc3ccccc3cc12 | -28.2% | -8.9% | u | -0.9% | 11.2µM* | 15.8µM*[quencher] | -16.5% | -4.9%
O=C1/C(=C\c2ccccc2)C[C@@]2(O)[C@H]3Cc4ccc(O)c5c4[C@@]2(CCN3CC2CC2)[C@H]1O5 | 2.4% | x | -0.2% | x | -15.9% | -0.2% | -8.7% | -0.6%
CC1CC2OC2/C=C\C=C/C(=O)Cc2c(Cl)c(O)cc(O)c2C(=O)O1 (stereo unspecified) | 8.1% | 10.3% | 22.4µM* | x | u | -17.8% | -10.4% | 0.7%
CCN(CC)CCO | 8.1% | 4.3% | 2.8% | 3.8% | x | x | x | 3.7%
Oc1ccc2c3c1O[C@H]1c4oc5ccccc5c4C[C@]4(O)[C@H](C2)N(CC2CC2)CC[C@@]314 | 8.8% | 2.5% | 3.3% | x | -5.3% | -7.8% | 1.5% | -1.5%
CCCCOc1ccc(CN2C(=O)C(=O)c3cc(C)ccc32)cc1OC | x | -0.4% | x | x | u | -12.7% | -9.9% | -0.7%
O=c1[nH]c(=S)n(C2CC2)c(O)c1C=NCCN1CCOCC1 | -7.0% | 2.2% | 12.2% | 10.1% | -3.1% | 5.4% | -6.2% | -2.1%
Cn1c(O)c(/C=N/N2CCOCC2)c(=O)[nH]c1=S | 11.6% | -0.9% | x | 45.5%[activator] | -9.7% | -2.4% | -3.1% | -1.3%
CNC(=O)c1cccn(Cc2cccc(C(F)(F)F)c2)c1=O | -2.5% | -1.7% | u | x | -4.3% | -9.3% | 0.9% | -0.7%
CN1CCN(c2nc3ccccc3c(=O)n2-c2ccccc2)CC1 | -4.3% | -0.4% | -6.1% | 3.3% | -6.2% | 2.0% | -0.5% | 3.4%
CCCN(CC#CCO)CCC | 0.1% | -1.2% | -1.8% | -0.2% | -1.1% | 1.3% | 5.3% | -0.3%
COc1ccc(CN2CCN(C(=O)COc3ccccc3)CC2)c(OC)c1 | x | 13.2% | x | x | 0.4% | -1.1% | -6.5% | -0.3%
CC/C=C\C/C=C\C/C=C\C/C=C\C/C=C\CCCC(=O)NCCc1ccc(O)c(O)c1 | 3.6% | 4.6% | 2.4% | x | -14.3% | u | 0.4% | -2.8%
CC1CN=C(NCc2ccccc2)S1 (stereo unspecified) | u | -4.9% | -2.9% | x | 6.3% | 13.1% | 4.6% | -3.0%
O=C(c1ccccc1)c1ccc(N=Nc2c(O)[nH]c(=O)[nH]c2=O)cc1 | -6.4% | 8.2% | u | 4.9% | u | -1.4% | 3.1% | -4.0%
COc1cc(-c2ccc(N)c(OC)c2)ccc1N | 9.2% | -1.9%[201 µM] | u | -19.0% | x | x | x | -7.3%[201 µM]
O=C(Cn1nc(Cc2cccnc2)c2ccccc2c1=O)N1CCC2(CC1)OCCO2 | 2.6% | -5.5% | -4.3% | 5.5% | 1.0% | 5.3% | 6.3% | -1.9%
CCN1CCN(Cc2nnnn2C(C)(C)C)CC1 | -1.0% | -2.9% | u | -2.0% | -3.2% | 4.7% | 3.1% | 0.2%
NC(=NCCCC(N)C(=O)O)N[N+](=O)[O-] (stereo unspecified) | 8.0% | -6.2% | 3.2% | x | 0.7% | -1.2% | -0.6% | -0.1%
COc1ncccc1C(=O)NCC(CC(=O)O)c1ccccc1 (stereo unspecified) | 3.6% | -2.5% | -3.2% | 3.4% | u | 3.1% | 0.4% | -3.8%
Cc1[nH]c2ccc(O)cc2c1CCN | -1.7%&-0.3%&4.4% | 7.4%&-1.8%&0.2% | -8.7%&5.7%&1.1% | -10.6% | -12.1%&-3.1%&-13.6% | -12.8%&-3.5%&-10.1% | -7.7%&-9.3%&4.9% | 1.2%&-1.9%&-0.3%
CN1C2C=C(N(C(=O)c3ccc(Cl)cc3)c3ccccc3)CC1CC2 (stereo unspecified) | -3.4% | -2.3% | 6.5% | 4.1% | -2.8% | -1.8% | -5.7% | -0.3%
O=c1[nH]c(=O)n(-c2ccc(Cl)cc2)c(O)c1C=Nc1ccc(S(=O)(=O)Nc2nccs2)cc1 | 6.7% | -2.8% | u | -10.0% | -17.5% | 3.5% | 2.5% | -1.6%
Cc1c(C(=O)c2ccc3ccccc3c2)c2cccc3c2n1[C@H](CN1CCOCC1)CO3 | -5.7% | -3.9% | -14.0% | x | -14.9% | -28.8% | -3.7% | -0.8%
COc1cccc(-n2c(/C=C/c3ccccc3O)nc3ccccc3c2=O)c1 | x | 2.2% | x | x | -10.5% | -27.9% | -17.6% | 5.3%
Nc1c(C(=O)Nc2ccc(OC(F)(F)F)cc2)sc2nc3c(cc12)N1CCC3CC1 | x | -5.0% | x | x | u | u | -1.1% | 0.2%
O=c1cccc2n1CC1CNCC2C1 (stereo unspecified) | 5.6%&-14.0% | -0.8%&-0.3% | 6.7%&4.5% | x | -4.4%&-4.5% | -7.6%&-6.7% | -0.1%&2.2% | 0.9%&-0.4%
CCC(=NCCN1CCCCC1)c1c(O)n(C)c(=O)n(C)c1=O | 2.8% | 3.0% | u | 1.7%[11.4 µM] | u | -4.1% | -6.5% | -5.3%
O=P(C(Cl)Cl)(N1CCCCC1)N1CCCCC1 | -3.2% | -4.9% | 3.7% | x | -11.8% | -2.6% | 3.7% | -6.5%
O=C(CNC(=O)c1cccc(Cl)c1)Nc1ccc(Br)cc1C(=O)c1ccccc1 | -4.1% | 6.2% | u | -0.3% | 1.2% | -28.9% | -12.9% | 0.0%
COc1ccc2c3c([nH]c2c1)C(C)=NCC3 | u | -3.6% | u | -6.1% | u | u | 3.1%&2.0%&-1.7%&12.8% | 0.1%
Cc1cc(C)cc(NC(=O)Cn2cc(C(=O)c3cccs3)c3ccccc32)c1 | x | 1.0% | x | x | 2.1% | u | u | -15.8%
CN1Cc2c(c(C#N)c(N)n(C)c2=S)CC1(C)C | u | -1.8% | u | -1.0% | u | -18.7% | -5.6% | 1.4%
CC(=O)NC1CC2CCCC(C1)N2 (stereo unspecified) | -5.9% | 7.3% | u | 7.2% | -14.2% | 0.5% | -6.6% | -0.6%
Cc1cc(Cl)ccc1OCC(=O)N1CCN(C)CC1 | 10.3% | -4.7% | -14.1% | -5.7% | -0.6% | 3.6% | 1.6% | -1.4%
CCn1ccnc1CN1CCCC(C(=O)c2ccc(OC)cc2OC)C1 (stereo unspecified) | -6.3% | -0.4%[53 µM] | 0.1% | -21.0% | 1.2% | -11.1% | -1.7% | -0.7%[53 µM]
C[C@]12CC[C@H]3[C@@H](C[C@H](F)C4=CC(=O)CC[C@@]43C)[C@@H]1CC[C@@H]2O | 1.0% | 2.6% | 5.4% | x | 6.0% | 0.9% | -11.9% | -3.0%
COc1cc(C=C2C(=O)NC(=O)NC2=O)cc(OC)c1OC | 9.1% | 3.3% | x | 6.7% | u | -8.1% | -13.5% | -2.1%

Reformatted: results already given
SMILES: CCn1ccnc1CN1CCCC(C(=O)c2ccc(OC)cc2OC)C1 (stereo unspecified)
  GLA spleen mod = -6.3% | TRb SRC2 PPI = -0.4%[53 µM] | ALDH1A1 block = 0.1% | L3MBTL1 block = -21.0% | Tau ThT inhib = 1.2% | Tau fluor counter = -11.1% | Tau FP inhib = -1.7% | TexasRed fluor = -0.7%[53 µM]

SMILES: Cc1cc(Cl)ccc1OCC(=O)N1CCN(C)CC1
  GLA spleen mod = 10.3% | TRb SRC2 PPI = -4.7% | ALDH1A1 block = -14.1% | L3MBTL1 block = -5.7% | Tau ThT inhib = -0.6% | Tau fluor counter = 3.6% | Tau FP inhib = 1.6% | TexasRed fluor = -1.4%

Source: PubChem
